M17LAP inhibition – P. falciparum M17LAP inhibitors, primary screen, biochemical, fluorogenic H-Leu-NHMec substrate, 1536-well (AID 1619); recombinant M17LAP, H-Leu-NHMec fluorogenic kinetic assay; higher % means a stronger effect; inhibition, % at 30 µM, or IC50 in µM where a hit was titrated; 0.38% of 220,000 active;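 active = compound inhibiting the enzyme by more than half at any dose during confirmatory dose-response retesting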;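 also: plate controls were full reaction with DMSO carrier for no effect and no enzyme background for full effect; strong numbers were not always called active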
M1AAP inhibition – malaria alanyl aminopeptidase activity blockers – biochemical, fluorogenic H-Leu-NHMec substrate, 1536-well (AID 1445) | recombinant M1AAP, H-Leu-NHMec fluorogenic kinetic assay; higher % means a stronger effect | inhibition, % at 30 µM; hits with a dose series show IC50 in µM | 0.42% of 220,000 active;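 active = primary inhibition above the hit cutoff, then over 50% inhibition at one or more dose response concentrations, cut at about 23% in these data, passing the limit was not always enough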;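 also: plate controls were DMSO full reaction for no effect and no enzyme background for full effect; strong numbers were not always called active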
Lipid droplet – modulators of hepatic lipid droplet formation; 0.4% of 240,000 active; AML12 mouse hepatocytes, oleate lipid droplets, BODIPY imaging; inhibition, % at 6.5 µM;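 active = lipid droplet intensity inhibited by at least 50%, with more than 500 cells counted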
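Technique: fluorescence imaging, 20x objective, two fields per well / Assay system: AML12 hepatocytes (mouse) / Measure: % inhibition of lipid droplet signal / Doses: 6.5 µM single-point dosing / Incubation: overnight exposure / Reagent: 100 µM oleic acid challenge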
MT stabilize HCS – microtubule stabilization, imaging screen | 0.83% of 200,000 active | HeLa tubulin immunostaining HCS, 24 h; share of cells brighter than vehicle mean+2SD | % tubulin-high responders, % at 10 µM;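 active = plate Z-score above 3 for both tubulin-high and condensed-nucleus cell shares, with cell loss under 80%, at 10 µM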;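 also: anti alpha tubulin signal scored within the nucleus-defined area of each cell; some results filed as inactive read as strong as hits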
Dynein transport – blocks dynein driven cargo transport along microtubules; 3617.4 mouse cells, GR-EGFP nuclear translocation imaging; test concentration mostly 20 µM; stimulated with dexamethasone, 1 µM; hits give low values; z-score, hits read low; 0.47% of 220,000 active;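 active = plate z-score of nuclear minus cytoplasmic receptor signal below a set negative limit, without overly bright fluorescence or cell loss, cut at about -3.5 in these data, passing the limit was not always enough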;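 also: z-score of nuclear minus cytoplasmic ring GR-EGFP intensity difference per well; some compounds called inactive have numbers as strong as hits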
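Buffer or medium: tetracycline-free induction medium containing charcoal-stripped FBS / Reagent: dexamethasone agonist, 1.0 µM final, for 30 min / Technique: automated 10x imaging of fixed Hoechst-stained cells / Times: induction 48 h, compound 1 h, agonist 30 min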
Yfh1-off respiration – mitochondrial function rescue without frataxin homolog – Friedreich's ataxia, plus single-dose screen, dose response (AID 1465); S. cerevisiae Yfh1-off respiration, WST-1 reduction, 72 h; higher fold induction means a stronger effect; one-dose fold induction at 50 µM; EC50 in µM for titrated hits; 0.074% of 220,000 active;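 active = fold induction of absorbance versus untreated yeast above a set limit, then at least 30% activation at any dose in follow-up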;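 also: activators that raise dye reduction in frataxin-depleted yeast; strong numbers were not always called active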
Autophagy mod – alters autophagy in cells. MEF GFP-LC3 puncta imaging; test concentration mostly 10 µM. calls only at 10 µM (by protocol). 0.98% of 190,000 active. AID 463193;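 active = percentage of spot-positive cells more than 3 SD above its plate mean, without a fluorescence outlier flag or 80% toxicity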;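 also: spot-positive cell cutoff set from DMSO-treated cells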
Ins promoter up – MIN6 insulin promoter up-regulation | MIN6 insulin promoter-GFP reporter, high-content imaging; hits give high values | z-score at 5 µM | AID 1625 | 0.3% of 190,000 active;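 active = z-score above 3 at 5 µM with at least 500 cells counted in the well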
CSM14.1 death rescue – protection against thapsigargin-triggered cell killing – 384-well, CSM14.1, ATP luminescence, primary screen (AID 1222); CSM14.1 thapsigargin-induced death rescue, ATP luminescence; higher % means a stronger effect; cellular ATP content (survival), % at 20 µM, or EC50 in µM where a hit was titrated; 190,000 tested, under 10 active;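 active = EC50 below 50 µM in the dose-response confirmation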;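 also: death triggered by thapsigargin at about 15 µM added after 2 h compound pretreatment; cell ATP read after overnight thapsigargin exposure of roughly 18 to 22 hours; normalized against plate controls of thapsigargin alone and 5% DMSO vehicle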
Dynein transport cytoplasmic EGFP – also measured in Dynein transport; calls as there; z-score; measured here: cytoplasmic GR-EGFP intensity; hits give high values
Dynein transport nuclear GR-EGFP – further read-out of Dynein transport, marked with its call; z-score; measured here: nuclear GR-EGFP intensity;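 lower value marks the stronger effect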
Dynein transport cell count – also measured in Dynein transport; calls as there; z-score; measured here: cell count per field
Ins promoter up cell count – second read-out of Ins promoter up, no call of its own (marks repeat the call); cell count; measured here: cytotoxicity, nuclei count;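 total cells summed across four imaged fields per well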
Lipid droplet cells 6.5 µM – further read-out of Lipid droplet, marked with its call; cell count; measured here: cell count, cytotoxicity flag;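 cells counted across two imaged fields per well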
MT stabilize HCS Hoechst-high % – further read-out of MT stabilize HCS, marked with its call; % Hoechst-high responders; measured here: nuclear condensation Hoechst responders;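 share of cells brighter than vehicle mean plus two SD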
MT stabilize HCS cytotoxicity % – further read-out of MT stabilize HCS, marked with its call; toxicity, %; measured here: cytotoxicity by cell density;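 0% = mean cell density of plate MIN control wells and 100% = no cells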
Autophagy mod cell loss 18 h – second read-out of Autophagy mod, no call of its own (marks repeat the call); toxicity, %; measured here: cell loss, nuclei count;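 cell loss after 18 h compound exposure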
An asterisk follows results filed as active; i = inactive; . = no result given. Compounds were not picked by outcome, and some 3.5% of all compounds hit somewhere here.

The line under a structure holds: Ins promoter up cell count	MT stabilize HCS	Lipid droplet	CSM14.1 death rescue	Autophagy mod	MT stabilize HCS cytotoxicity %	Yfh1-off respiration	Autophagy mod cell loss 18 h	Ins promoter up	Lipid droplet cells 6.5 µM	MT stabilize HCS Hoechst-high %	M17LAP inhibition	Dynein transport cytoplasmic EGFP	Dynein transport cell count	Dynein transport nuclear GR-EGFP	Dynein transport	M1AAP inhibition
1) CCOC(=O)C1CCCN(C(=O)c2ccc(Cl)c(S(=O)(=O)N3CCCCC3)c2)C1 (centres undefined)
  1379	1.7	7	0.6%	i	7.6	i	-2	-0.59	650	2.3	1%	-0.3	-0.92	0.22	0.43	2%
2) CC1(c2ccc(OCC#N)cc2)C=C(c2ccc(OCC#N)cc2)n2nc(C(F)(F)F)nc2N1 (centres undefined)
  1136	4.5	-49	-1.9%	i	13	i	-2	-2.1	687	3.0	1%	-0.25	0.39	-0.57	-0.48	-3%
3) CCCN(CCC)CC(=O)Nc1cccc2c1OCO2
  851	1.7	-1	-1.0%	i	1.6	i	-9	-0.33	772	1.1	-7%	-0.038	-1.1	1	1.1	6%
4) COc1cccc(/C=N/Nc2nc3ccccc3n3cnnc23)c1
  1197	1.8	-4	2.6%	i	8.5	i	-11	-1.2	698	2.2	6%	-0.15	-0.49	0.6	0.56	1%
5) CCOP(=O)(O)c1ccccc1OCCOCCOc1ccccc1P(=O)(O)OCC
  1021	2.7	.	1.3%	i	0.0	i	-1	1.1	.	2.5	-5%	-0.11	0.47	-0.29	-0.61	-6%
6) COCCNC(=O)C12CC3CC(CC(Cl)(C3)C1)C2
  1081	.	-2	.	.	.	i	.	0.24	711	.	-9%	-0.18	-1.4	0.99	2.4	5%
7) O=C(COc1ccc([N+](=O)[O-])cc1Cl)NCC1CCCO1 (centres undefined)
  .	3.2	-3	-0.5%	i	6.2	i	17	.	701	1.7	9%	-0.29	0.44	-0.25	-0.45	12%
8) CCn1cc(C(=O)NCc2ccc3c(c2)OCO3)c(=O)c2cc(S(=O)(=O)N3CCOCC3)ccc21
  951	2.4	.	-0.5%	i	8.9	i	-13	-1.3	.	2.4	3%	-0.21	0.4	-0.021	-0.28	2%
9) CC(=O)Nc1ccc(S(=O)(=O)NCC(=O)NCCc2ccc(S(N)(=O)=O)cc2)cc1
  1615	3.5	15	-0.5%	i	6.7	i	-13	-0.45	663	1.7	0%	-0.19	0.65	0.27	0.36	3%
10) COCC(=O)N1CCCC(C(=O)c2ccc(-c3ccccc3)c(F)c2)C1 (centres undefined)
  1498	2.4	14	4.7%	i	12	i	-22	0.8	700	1.9	-6%	-0.31	0.55	-0.013	-0.49	-2%
11) O=C(CCCn1c(=S)[nH]c2cc3c(cc2c1=O)OCO3)NC1CC1
  1615	1.6	.	-0.5%	i	3.0	i	2	-0.06	.	1.9	-7%	-0.21	0.17	-0.28	-0.38	0%
12) CC1CCC(NC(=O)C2CCN(c3cnccn3)CC2)CC1 (centres undefined)
  1220	2.7	-10	.	i	6.4	i	-1	-0.57	620	1.4	7%	-0.14	-0.29	0.039	-0.45	-1%
13) COc1ccc(NC(=O)C(OC(=O)c2ccc([N+](=O)[O-])o2)c2ccccc2)cc1Cl (centres undefined)
  1398	3.5	-19	1.9%	i	10	i	-2	0.49	625	3.4	-4%	0.16	0.83	-0.9	-1.3	1%
14) CCN1CCN(c2oc(-c3ccco3)nc2C#N)CC1
  .	.	-7	.	.	.	i	.	.	665	.	11%	-0.11	-0.26	0.76	0.59	4%
15) CC(=O)c1ccc(OCC(O)CNCc2ccc3c(c2)OCO3)cc1 (centres undefined)
  987	.	16	.	.	.	i	.	0.24	693	.	1%	-0.21	0.5	0.24	-0.43	1%

The final 2 entries of the section before are carried over, then new ones follow:
The line under a structure holds: Ins promoter up cell count	MT stabilize HCS	Lipid droplet	CSM14.1 death rescue	Autophagy mod	MT stabilize HCS cytotoxicity %	Yfh1-off respiration	Autophagy mod cell loss 18 h	Ins promoter up	Lipid droplet cells 6.5 µM	MT stabilize HCS Hoechst-high %	M17LAP inhibition	Dynein transport cytoplasmic EGFP	Dynein transport cell count	Dynein transport nuclear GR-EGFP	Dynein transport	M1AAP inhibition
14) CCN1CCN(c2oc(-c3ccco3)nc2C#N)CC1
  .	.	-7	.	.	.	i	.	.	665	.	11%	-0.11	-0.26	0.76	0.59	4%
15) CC(=O)c1ccc(OCC(O)CNCc2ccc3c(c2)OCO3)cc1 (centres undefined)
  987	.	16	.	.	.	i	.	0.24	693	.	1%	-0.21	0.5	0.24	-0.43	1%
16) Cc1ccc(C)c(N2CCN(c3ncnc4c3cnn4-c3ccccc3)CC2)c1
  918	3.6	.	-1.1%	i	0.7	i	5	1.1	.	2.8	7%	-0.083	-1.3	0.6	0.85	19%
17) COC(=O)COc1cccc(NS(=O)(=O)c2cccc([N+](=O)[O-])c2)c1
  1500	2.2	-14	-0.4%	i	6.1	i	15	0.34	690	1.5	-7%	-0.28	-0.027	0.0079	-0.14	0%
18) O=C(CCN1CCCCC1)NNC(=O)C12CC3CC(CC(C3)C1)C2
  1187	2.3	3	-0.2%	i	4.7	i	0	-0.39	745	2.5	-6%	-0.36	0.07	0.71	0.96	-3%
19) COc1ccc(/C=C/c2nnc(NC(=O)COc3cccc(C)c3)s2)cc1
  .	5.1	6	1.9%	i	9.3	i	25	.	622	15	-6%	3.7	-6.9	0.41	-0.72	1%
20) Cc1cc(O)c2c(c1)C(O)(C1OC(CO)C(O)C(O)C1O)c1cccc(O)c1C2=O (centres undefined)
  1314	3.5	-3	9.8%	i	8.8	i	-3	0.4	717	3.5	11%	-0.28	0.21	0.31	-0.085	5%
21) CNC(=S)N(CCc1ccccc1)Cc1cc2cc(OC)c(OC)cc2[nH]c1=O
  1196	2.5	20	-0.8%	i	4.4	i	10	-0.03	686	1.3	3%	-0.29	-0.94	1.3	3.4	8%
22) Cc1cn(S(=O)(=O)c2ccc(Br)cc2)cn1
  1005	2.4	.	0.9%	i	9.9	i	-6	-0.23	.	1.8	-6%	-0.27	0.47	0.12	-0.1	16%
23) Cc1ccc(C(=O)OCc2ccc3c(c2)OCO3)cc1S(=O)(=O)N1CCCCC1
  797	1.9	-9	-0.7%	i	6.8	i	-2	-0.22	759	1.2	9%	0.14	-1.2	1	0.67	-2%
24) CCN1CCN(CCCNC(=O)C2c3ccccc3C(=O)N(C)C2c2ccc(OC)cc2)CC1 (centres undefined)
  .	2.5	-2	0.4%	i	6.7	i	-4	.	721	2.0	3%	-0.36	0.026	0.34	-0.086	0%
25) CCCCn1c(N)c(NCc2ccccc2)c(=O)[nH]c1=O
  936	5.1	5	-3.3%	i	1.4	i	7	-0.27	651	0.9	7%	-0.33	-0.029	0.074	0.24	7%
26) OC(C#CCN1CCOCC1)(c1ccccc1)C1CC1 (centres undefined)
  1239	2.0	.	-0.9%	i	3.9	i	1	0.13	.	1.2	10%	-0.22	0.78	-0.36	-0.54	0%
27) COc1cccc(/C=N/NC(=O)C(=O)N/N=C/c2cccc(OC)c2O)c1O
  1012	2.4	-6	0.6%	i	8.4	i	5	-1.6	682	0.6	9%	-0.33	1.4	-0.68	-0.31	14%
28) CN(C)CCC#CC(O)(c1ccccc1)c1ccccc1
  1440	2.6	11	-2.6%	i	11	i	3	-0.28	670	0.8	-5%	-0.2	0.035	-0.077	-0.15	6%
29) CN(CC(=O)N1CCc2ccccc21)S(=O)(=O)c1ccc(Br)s1
  873	1.0	.	-1.8%	i	0.5	i	20	-1.2	.	1.4	8%	-0.23	1.1	0.35	0.12	13%
30) Cc1cc(N/N=C/c2ccccc2)nc(N)n1
  1133	.	27	.	.	.	i	.	-0.76	751	.	15%	-0.25	0.19	0.024	0.12	16%
31) O=C(NC1CCCC1)C(c1ccc(F)cc1)N(Cc1ccccc1Cl)C(=O)CCl (centres undefined)
  902	2.5	1	-1.4%	i	4.5	i	-3	-0.67	616	2.9	9%	-0.23	0.023	-0.35	-0.3	3%
32) COc1cccc(Oc2coc3c(CN4CCOCC4)c(O)ccc3c2=O)c1
  .	5.2	.	1.5%	i	5.8	i	9	.	.	3.7	-202%	-0.15	-0.65	-0.27	0.74	19%

Bioassay records: PubChem, several laboratories
